Apaf1 inhib: inhibitors of human Apaf-1 apoptosome, primary screen, biochemical, DEVD-Rh110 fluorescence, uHTS; Apoptotic protease-activating factor 1 (Homo sapiens), O14727; reconstituted apoptosome caspase-3 activity; inhibition, % at 20 µM; 330,000 compounds, 0.71% hits; AID 489030, 2010; active = inhibition of at least 40% at 20 µM;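 note: plate controls were DMSO wells for no effect and DEVD-CHO caspase inhibitor wells for full effect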
Target sequence (O14727 whole entry, looked up): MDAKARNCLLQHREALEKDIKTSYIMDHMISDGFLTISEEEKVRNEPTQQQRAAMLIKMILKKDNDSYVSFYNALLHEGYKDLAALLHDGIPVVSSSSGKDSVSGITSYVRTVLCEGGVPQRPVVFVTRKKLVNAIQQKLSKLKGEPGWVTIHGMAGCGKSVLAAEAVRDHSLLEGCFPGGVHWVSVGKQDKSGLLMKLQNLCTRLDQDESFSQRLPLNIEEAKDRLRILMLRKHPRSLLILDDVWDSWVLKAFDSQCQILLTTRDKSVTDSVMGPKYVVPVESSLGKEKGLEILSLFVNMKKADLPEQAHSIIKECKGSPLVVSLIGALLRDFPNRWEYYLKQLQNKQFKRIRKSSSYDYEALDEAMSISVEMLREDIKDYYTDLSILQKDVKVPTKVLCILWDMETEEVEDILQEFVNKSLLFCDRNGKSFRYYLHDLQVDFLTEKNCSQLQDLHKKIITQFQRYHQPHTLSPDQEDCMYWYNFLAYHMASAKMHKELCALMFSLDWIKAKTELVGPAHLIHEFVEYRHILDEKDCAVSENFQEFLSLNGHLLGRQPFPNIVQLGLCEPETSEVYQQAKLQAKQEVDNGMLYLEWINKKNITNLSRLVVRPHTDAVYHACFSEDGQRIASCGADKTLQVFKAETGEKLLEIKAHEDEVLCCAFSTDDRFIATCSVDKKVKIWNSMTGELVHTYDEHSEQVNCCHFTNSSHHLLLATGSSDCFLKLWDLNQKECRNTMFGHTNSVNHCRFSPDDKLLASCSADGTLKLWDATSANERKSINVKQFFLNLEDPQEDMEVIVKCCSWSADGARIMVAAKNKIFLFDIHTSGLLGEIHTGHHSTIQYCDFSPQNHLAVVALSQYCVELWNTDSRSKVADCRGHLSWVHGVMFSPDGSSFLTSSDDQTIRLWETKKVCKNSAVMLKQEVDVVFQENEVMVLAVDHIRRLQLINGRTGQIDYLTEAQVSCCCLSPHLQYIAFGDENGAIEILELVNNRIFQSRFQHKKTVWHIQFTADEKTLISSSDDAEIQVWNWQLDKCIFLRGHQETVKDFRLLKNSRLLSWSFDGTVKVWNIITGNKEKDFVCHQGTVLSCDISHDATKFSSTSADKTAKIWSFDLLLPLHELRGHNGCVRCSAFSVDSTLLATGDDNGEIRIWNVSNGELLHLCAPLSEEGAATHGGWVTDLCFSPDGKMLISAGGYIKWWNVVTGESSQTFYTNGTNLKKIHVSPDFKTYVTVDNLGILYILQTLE
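Material: reconstituted apoptosome with Apaf-1, cytochrome c, caspase-9, procaspase-3, dATP. Technique: Rh110 fluorescence intensity. Buffer or medium: pH 7.5 Hepes buffer with CHAPS, BSA, DTT. Times: 30 min plus 50 min, RT.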
mIAP inh: inhibitors of mouse IAP, primary screen, biochemical, luminescence, uHTS. 330,000 compounds, 0.2% hits. inhibition, % at 10 µM. purified mouse IAP, CDP-Star luminescence, 30 min;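 active = inhibition of at least 40% at 10 µM in the primary screen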;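 note: plate controls were DMSO with enzyme for no effect and no enzyme wells for full effect; values of inactives mirror those of a sister screen read the other way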
mIAP activ: activators of mouse IAP, primary screen, biochemical, luminescence, uHTS | muIAP, CDP-Star luminescence, 30 min; active compounds read high; 1 = vehicle-only enzyme signal, 0 = enzyme-free wells | AID 2805, 2010 | activation factor at 10 µM | 330,000 compounds, 0.24% hits;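 active = activation factor of at least 2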; note: the source names both 10 and 20 µM as test concentration; values of inactives mirror those of a sister screen read the other way
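also added = chemiluminescent substrate CDP-Star | test system = mouse IAP enzyme | signal = chemiluminescence readout | compound = DMSO-dissolved test compounds | incubation = 30 min at room temperature | benchmarks = DMSO wells, no-enzyme wells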
NALP3 yeast inh: NALP3 inflammasome inhibitors in reconstituted yeast, primary screen, luminescence, uHTS; Yeast reconstituted NLRP3/ASC/caspase-1, beta-gal luminescence, 24 h; inhibition, % at 10 µM; 330,000 compounds, 0.39% hits; AID 2825, 2010;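 active = inhibition of 50% or more; inactive = inhibition below 50%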;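 note: plate controls were induced DMSO wells for no effect and uninduced yeast grown without galactose for full effect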
hIAP act: human IAP activators, primary screen, biochemical, luminescence, uHTS; purified human IAP, CDP-Star luminescence, 30 min; active compounds read high; 1 = vehicle-only enzyme, 0 = enzyme-free background; activation factor at 10 µM; 330,000 compounds, 0.16% hits;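 active = activation factor of the enzyme at least 2-fold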; note: the source names both 10 and 20 µM as test concentration; values of inactives mirror those of a sister screen read the other way
TIM10 inh: growth inhibitors of isogenic TIM10 control yeast, primary screen, counter-screen for tim10-1 yeast inhibitor project, luminescence, uHTS. S. cerevisiae TIM10 strain growth, BacTiter-Glo luminescence, 24 h. inhibition, % at 10 µM. AID 463195, 2010. 330,000 compounds, 1.4% hits;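 active = inhibition of 40% or more at the single tested concentration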;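 note: wild-type TIM10 isogenic control strain grown at permissive 25 °C; 0% = DMSO yeast wells and 100% = minimal medium wells without yeast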
tim10-1 inh: growth inhibitors of tim10-1 mutant yeast, primary screen, luminescence, uHTS | inhibition, % at 20 µM | 330,000 compounds, 2.2% hits | S. cerevisiae tim10-1 ts strain growth, BacTiter-Glo, 24 h;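 active = inhibition of at least 40%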;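 note: mutant grown at 25 °C; 0% = DMSO wells with yeast and 100% = wells holding no yeast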
ATG4B inh: ATG4B protease inhibitors, primary screen, biochemical, fluorescence, uHTS | Cysteine protease ATG4B (Homo sapiens), Q9Y4P1 | ATG4B cleavage of LC3-PLA2, NBD-HPC fluorescence, 1 h | inhibition, % at 8.33 µM | 340,000 compounds, 0.51% hits | AID 504462, 2011; in the data active = inhibition above about 40%
hIAP block: human IAP inhibitors, primary screen, biochemical, luminescence, uHTS; purified IAP, CDP-Star luminescence, 30 min; inhibition, % at 10 µM; 330,000 compounds, 0.12% hits;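 active = inhibition reaching a set limit with compound at 10 µM in the primary screen, cut at about 35% in these data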;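 note: plate controls were DMSO wells with enzyme for no effect and no-enzyme buffer wells for full effect; values of inactives mirror those of a sister screen read the other way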
Active calls of the source: *; / = not tested or not shown; & = joins results of further samples.

SMILES	Apaf1 inhib	mIAP inh	mIAP activ	NALP3 yeast inh	hIAP act	TIM10 inh	tim10-1 inh	ATG4B inh	hIAP block
Cc1ccc(C(=O)N2N=C(c3ccc(NS(C)(=O)=O)cc3)CC2c2cccs2)cc1 (centres undefined)	14	10	0.91	21	0.87	17	20	-16	13
CC1CN(c2nc3c(c(=O)[nH]c(=O)n3C)n2Cc2ccccc2F)CC(C)O1 (centres undefined)	0	11	0.89	-7	1	15	16	-13	-3
NC(=O)c1ccc(C(F)(F)F)n(Cc2ccc(Cl)cc2)c1=O	13	-1	1	-10	1	-20	12	-2	-3
Cc1ccc(S(=O)(=O)c2nnn3c2nc(NCCCN2CCCC2=O)c2ccccc23)cc1C	20	2	0.98	17	1	7	3	-17	-2
O=C(Cn1ccc([N+](=O)[O-])n1)c1ccccc1	3	-4	1	20	0.8	3	19	-2	20
COc1ccc2oc(C(=O)OCC(=O)N3CCCCC3C)c(C)c2c1 (centres undefined)	10	1	0.99	1	0.91	7	11	-15	9
CC(C)(C)NC(=O)NC(=O)COC(=O)C1CCN(S(=O)(=O)c2cccs2)CC1	0	4	0.96	1	1	6	18	-7	-3
CCn1cc(CN2CCC(n3nccc3NC(=O)Cc3ccccc3)CC2)c(C)n1	11	-16	1.2	-2	0.98	-2	-3	3	2
COc1cc(/C=N/NC(=O)c2cc3c(ccc4ccccc43)o2)cc(OC)c1O	-12	12	0.88	-1	1.3	8	8	/	-32
Cc1ccccc1NC(=O)c1nnn(-c2ccc3c(c2)OCCO3)c1N	8	-3	1	12	0.88	3	3	-1	12
Cc1cccc(C(=O)Nc2ncc(CN3CCOCC3)s2)c1	-12	-1	1	0	1.2	-17	-10	1	-18
Cn1nnnc1SCc1nnc(-c2ccccc2Br)o1	-10	-1	1	17	1	1	9	1	-3
CSc1nc(Nc2ccc(Cl)cc2)c(C#N)c(=O)[nH]1	-1	-2	1	12	1.1	-2	-31	-14	-14
COc1cc(C2CC(c3cccs3)=NN2C(=O)CCl)ccc1OC(F)F (centres undefined)	23	6	0.94	16	1.1	19	-21	3	-6
CC(C)COc1ncnc2c1sc1nc3c(cc12)COC(C)(C)C3	-11	6	0.94	18	1.2	-29	-15	/	-15
COc1ccc(N(CC(=O)N/N=C/c2ccc(OC)cc2OC)S(=O)(=O)c2ccccc2)cc1	17	-22	1.2	5	1.1	11	25	-3	-12
Nc1nc(NCc2ccco2)nc(N2CCCC2)c1[N+](=O)[O-]	0	6	0.94	9	0.92	18	23	-5	8
COc1ccc(N2CCN(Cc3nc(Cc4cccc(F)c4)no3)C(C)C2)cc1 (centres undefined)	-2	4	0.96	-4	0.99	5	22	-7	1
O=C(NNc1ccc([N+](=O)[O-])cc1)C12CC3CC(CC(C3)C1)C2	-4	3	0.97	10	0.83	15	-9	-7	17
O=C(N/N=C/c1oc(O)c2ccccc12)c1ccccc1O	-10	11	0.89	-3	1	3	10	-7	-2
CN(C)C(=O)c1c(C(F)(F)F)nn(C)c1Cl	4	9	0.91	5	0.96	-9	1	-5	4
COc1ccc(CCN(C)Cc2ccc(C(=O)Nc3ccccc3)cc2)cc1OC	10	-1	1	11	1.1	-6	9	-7	-7
CCCN1C(=O)S/C(=C\c2ccc(N3CCOCC3)o2)C1=O	-3	16	0.84	21	0.81	35	45*	-29	20
Cc1ccc(N2CCN(c3ccc(C)cc3)C2c2ccncc2)cc1	23	6	0.94	-14	0.89	18	28	4	11
O=C(c1cc2ncc(Br)cn2n1)N1CCOCC1	-23	4	0.96	5	0.97	-1	2	-8	3
CN(C1CCCCC1)S(=O)(=O)c1ccc2c(c1)c(=O)c(C(=O)N1CCc3ccccc3C1)cn2C	-5	1	0.99	-6	1	6	2	-10	-3
COc1ccc(N2C(=O)CC3(CCCC3)CC2=O)cc1	-12	-2	1	0	0.97	7	19	-1	3
COCc1nc(-c2ccc(-c3ccccc3)nc2OC)no1	14	6	0.94	-1	0.85	7	27	-18	15
COCCCn1c(C)cc(C(=O)CN2c3cccc4cccc(c34)S2(=O)=O)c1C	8	8	0.92	20	0.93	11	12	-2	7
O=C(COC(=O)c1ccc([N+](=O)[O-])s1)Nc1ccc(Cl)cn1	29	-6	1.1	15	1.1	39	24	0	-9

At a glance, five of the compounds above.
SMILES	Apaf1 inhib	mIAP inh	mIAP activ	NALP3 yeast inh	hIAP act	TIM10 inh	tim10-1 inh	ATG4B inh	hIAP block
COc1ccc(CCN(C)Cc2ccc(C(=O)Nc3ccccc3)cc2)cc1OC	10	-1	1	11	1.1	-6	9	-7	-7
CCCN1C(=O)S/C(=C\c2ccc(N3CCOCC3)o2)C1=O	-3	16	0.84	21	0.81	35	45*	-29	20
Cc1ccc(N2CCN(c3ccc(C)cc3)C2c2ccncc2)cc1	23	6	0.94	-14	0.89	18	28	4	11
O=C(c1cc2ncc(Br)cn2n1)N1CCOCC1	-23	4	0.96	5	0.97	-1	2	-8	3
CN(C1CCCCC1)S(=O)(=O)c1ccc2c(c1)c(=O)c(C(=O)N1CCc3ccccc3C1)cn2C	-5	1	0.99	-6	1	6	2	-10	-3

Additional records follow:
SMILES	Apaf1 inhib	mIAP inh	mIAP activ	NALP3 yeast inh	hIAP act	TIM10 inh	tim10-1 inh	ATG4B inh	hIAP block
CN1CCN(/N=C/c2ccc(-c3ccc([N+](=O)[O-])cc3)o2)CC1	3	6	0.94	1	0.95	28	29	-9	5
CCCCCOc1ccc(C(=O)OCC(=O)Nc2cc(C)on2)cc1	11	-4	1	14	1	5	7	-3	0
Cc1ccc(NC(=O)CN2CCc3ccccc3C2)cc1S(=O)(=O)N1CCOCC1	1	-6	1.1	15	1	2	-2	-8	-4
CCOC(=O)c1nc(C)n(-c2cc(OC)c(Cl)cc2Cl)n1	0	3	0.97	1	0.97	13	17	5	3
O=C(NC1CCCCCC1)C1C2C=CC3(CN(Cc4cccnc4)C(=O)C13)O2 (centres undefined)	10	-2	1	-1	1.2	-7	24	-5	-18
CCC(=O)c1ccc(OCC(=O)OCC(=O)c2cc(C)n(C3CC3)c2C)cc1	17	6	0.94	11	1	1	40	-3	-5
Cc1ccccc1Nc1ncnc2c1cnn2C	-5	0	1	24	1	-5	8	0	0
CN(C)/C=C1/N=C(c2ccccc2)OC1=O	-40	-2	1	1	1.2	-1	-18	5	-20
CCOc1ccc(N/C=C/C(=O)c2ccc(OC)cc2)c([N+](=O)[O-])c1	-8	7	0.93	-13	1.3	-6	-28	-9	-26
COc1ccc(NC(=O)CSc2nnc(Cc3cccn3C)n2CCc2ccccc2)c(OC)c1	7	5	0.95	5	0.98	20	19	26	2
O=C(NCc1cccc(F)c1)c1cccc2c1C(=O)c1ccc(N3CCC(Cc4ccccc4)CC3)cc1S2(=O)=O	13	-4	1	15	1.1	-1	12	-13	-9
O=c1cc(C(F)(F)F)[nH]c2ccc(OC(F)(F)F)cc12	0	-9	1.1	7	1	-15	-21	-3	-2
COc1ccc(-c2cc(C(F)F)n3ncc(C(=O)Nc4ccc(C(=O)N5CCOCC5)cc4)c3n2)cc1	15	12	0.89	-4	0.96	11	-6	-13	4
C/C(=N\NC(=O)CSCc1ccc([N+](=O)[O-])cc1)c1ccccc1	5	6	0.94	26	0.93	4	2	-4	7
CCc1nnc(NC(=O)CN2CCN(c3ccccc3F)CC2)s1	-8	-2	1	7	0.98	14	-3	-6	2
CN(c1ccccc1C(=O)O)S(=O)(=O)c1ccc2[nH]c(=O)[nH]c2c1	-2	2	0.98	14	1.1	-11	4	0	-7
CCCNC(=O)c1onc(CSc2ccc(Cl)cc2)c1C(=O)NC(C)C	1	9	0.91	10	0.97	12	28	4	3
CCOC(=O)CSc1nsc(SCC(=O)OCC)c1C#N	9	1	0.99	8	0.97	25	19	-8	3
Cc1ccc(CCNC(=O)c2ccc3nc4ccc(Cl)cc4c(=O)n3c2)cc1	13	-3	1	16	0.87	-5	2	-1	13
COC(=O)c1ccccc1NC(=O)c1onc(C)c1Cl	-1	2	0.97	20	0.84	5	-20	-1	16
C=CCN1C(=O)/C(=C2/Sc3ccccc3N2C)SC1=Nc1ccccc1C	31	2	0.97	-18	0.88	5	16	-6	12
Clc1ccc(OCCCc2nc(-c3cccnc3)no2)c(Cl)c1	11	14	0.86	14	0.82	10	15	-1	18
CCCC(=O)C1=C(O)C(C(=O)OC)C(C)(C)CC1=Nc1ccc(Br)cc1 (centres undefined)	-10	14	0.86	25	0.86	22	22	-4	14
CCCN(C(=O)Cn1nc(C)c([N+](=O)[O-])c1C)c1c(N)n(Cc2ccccc2)c(=O)[nH]c1=O	6	1	0.99	9	1.1	-8	-10	8	-7
CCSc1nnc(NC(=O)C(CC)Oc2ccccc2)s1 (centres undefined)	-17	-8	1.1	29	1	20	23	-4	-3
Cc1cccc(N2C(=NC(=O)c3ccccc3)SC3CS(=O)(=O)CC32)c1 (centres undefined)	17	-10	1.1	-11	0.87	7	4	4	13
CCc1nnc(NC(=O)CSc2nnnn2C)s1	-4	1	0.99	-6	0.87	-1	3	1	13
COc1cccc(-c2nn(-c3ccccc3)cc2CN(C)C(C)c2ccon2)c1 (centres undefined)	3	-6	1.1	13	1.1	22	35	-1	-10
C[C@H](NC(=O)N1CCn2c1nc1ccccc12)C(=O)NC1CCCCC1	-168	2	0.98	5	1	9	8	-1	-5
O=C(COc1ccccc1Cl)Nc1ccc(N2CCCC2)cc1	29	13	0.87	14	0.87	13	16	1	13

Three of the entries above in order of the NALP3 yeast inh value, lowest first.
SMILES | NALP3 yeast inh
CCOC(=O)CSc1nsc(SCC(=O)OCC)c1C#N | 8
CCCN(C(=O)Cn1nc(C)c([N+](=O)[O-])c1C)c1c(N)n(Cc2ccccc2)c(=O)[nH]c1=O | 9
COc1cccc(-c2nn(-c3ccccc3)cc2CN(C)C(C)c2ccon2)c1 (centres undefined) | 13

Additional compounds.
SMILES	Apaf1 inhib	mIAP inh	mIAP activ	NALP3 yeast inh	hIAP act	TIM10 inh	tim10-1 inh	ATG4B inh	hIAP block
Cc1cc(C)cc(NC(N)=S)c1	9	-14	1.1	-13	0.83	-2	-5	8	17
O=C1C(C=Nc2ccccc2O)=C(O)c2ccccc21	-1	23	0.77	32	0.76	0	0	-4	24
CN(C)CCNC(=O)C1CC(=O)N(c2ccc(F)c(Cl)c2)C1 (centres undefined)	-9	-4	1	-5	0.86	6	0	-2	14
CCOC(=O)c1csc(COc2ccc(OC)cc2)n1	-5	7	0.93	28	1.1	-1	-14	-1	-8
CCOC(=O)c1c(NC(=O)C(C)N2CCN(S(=O)(=O)c3cccs3)CC2)sc2c1CCC(C)C2 (centres undefined)	8	0	1	17	0.95	-5	14	36	5
C/C(=N\N1CCN(c2ccccc2)CC1)c1ccco1	-15	-4	1	13	1	2	11	0	-2
CCn1c(=O)c(C(=O)Nc2ccccc2)c(O)c2ccccc21	7	-10	1.1	18	0.85	-24	-27	-2	15
Cc1c(CCOC(=O)CC23CC4CC(CC(C)(C4)C2)C3)sc[n+]1Cc1ccc([N+](=O)[O-])cc1	4	38	0.62	26	0.87	12	9	0&2	13
O=C(CC(=O)NC1CCCCC1)N/N=C/c1ccc(Cl)cc1	-5	3	0.97	-5	1.1	6	5	4	-11
Cc1cccc(NC(=O)CSc2nnnn2C2CCCC2)c1	3	2	0.98	-1	1.1	3	9	-12	-8

Source: PubChem BioAssay
